VHR inh abs – inhibitors of human VHR1 phosphatase (DUSP3); inhibition, % at 13.3 µM; recombinant VHR phosphatase, pNPP absorbance; 290,000 compounds, 0.52% hits; in the data active = inhibition above about 50%; note: some compounds called inactive have numbers as strong as hits
MazEF act – MazEF (E. coli) toxin RNase activation | P0AE70 | FAM/BHQ RNA-DNA oligo cleavage fluorescence, 5 h | activation, % at 20 µM | 350,000 compounds, 0.32% hits | AID 504720; in the data active = activation above about 50%
Target sequence (P0AE70 whole entry, looked up): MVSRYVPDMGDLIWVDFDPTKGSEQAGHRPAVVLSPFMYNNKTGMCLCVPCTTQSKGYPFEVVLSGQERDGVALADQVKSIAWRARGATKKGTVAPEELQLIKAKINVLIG
FBA Mtb inh – inhibits M. tuberculosis FBA enzyme | P9WQA3 | purified M. tuberculosis FBA, fluorescence read-out | inhibition, % at 1 µM | 360,000 compounds, 2.3% hits | AID 588726; in the data active = inhibition above about 27%;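 note: 0% = vehicle and 100% = reference inhibitor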
Mtb BioA inh – blocks M. tuberculosis BioA enzyme activity | 360,000 compounds, 0.096% hits | AID 602481 | purified M. tuberculosis BioA enzyme, plate reader | inhibition, % at 9.99 µM; in the data active = inhibition above about 40%
PriA SSB inh – blocks PriA binding to SSB C-terminal tail; 430,000 compounds, 0.6% hits; AlphaScreen SSBct-PriA binding, biotinylated peptide; inhibition, % at 33 µM; in the data active = inhibition mostly above about 37%, no sharp cut-off; inactive = mostly below about 20%;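 note: plate controls were negative control peptide for no effect and reference peptide for full effect; strong numbers were not always called active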
Vc quorum ag – quorum light induction in luxS cqsA deficient V. cholerae. V. cholerae BH1578 lux reporter, luminescence, 6 h. activation, % at 18.7 µM. 350,000 compounds, 0.16% hits. AID 588436; in the data active = activation mostly above about 9.7%, no sharp cut-off; note: not every result past the cut was called active; inactives centre near 0; reference of the scale not given here
Rv3671c protease – Rv3671c (M. tuberculosis) protease inhibition | P9WHR9 | inhibition, % at 5.96 µM | 320,000 compounds, 0.048% hits | AID 2606; in the data active = inhibition above about 38%;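 note: extracellular domain of Rv3671c used as enzyme; 0% = enzyme with DMSO and 100% = no enzyme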
Target sequence (P9WHR9 whole entry, looked up, the tested form may be a part): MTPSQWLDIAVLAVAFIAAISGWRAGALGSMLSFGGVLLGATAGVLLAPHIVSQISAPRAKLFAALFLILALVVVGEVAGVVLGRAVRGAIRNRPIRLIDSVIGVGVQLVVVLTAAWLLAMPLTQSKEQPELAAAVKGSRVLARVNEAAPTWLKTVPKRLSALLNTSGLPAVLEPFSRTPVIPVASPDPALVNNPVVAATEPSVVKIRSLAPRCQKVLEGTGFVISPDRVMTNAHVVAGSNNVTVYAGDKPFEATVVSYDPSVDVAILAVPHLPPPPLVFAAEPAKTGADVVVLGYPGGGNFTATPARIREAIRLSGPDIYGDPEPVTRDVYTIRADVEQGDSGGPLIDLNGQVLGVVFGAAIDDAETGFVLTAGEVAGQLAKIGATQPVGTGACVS
Mtb UGM inh – Mtb UDP-galactopyranose mutase inhibition; purified UGM, fluorescence polarization probe displacement; inhibition, % at 10 µM; 320,000 compounds, 0.06% hits; AID 504406; in the data active = inhibition above about 10%, passing the limit was not always enough
Target sequence (P9WIQ1 whole entry, looked up): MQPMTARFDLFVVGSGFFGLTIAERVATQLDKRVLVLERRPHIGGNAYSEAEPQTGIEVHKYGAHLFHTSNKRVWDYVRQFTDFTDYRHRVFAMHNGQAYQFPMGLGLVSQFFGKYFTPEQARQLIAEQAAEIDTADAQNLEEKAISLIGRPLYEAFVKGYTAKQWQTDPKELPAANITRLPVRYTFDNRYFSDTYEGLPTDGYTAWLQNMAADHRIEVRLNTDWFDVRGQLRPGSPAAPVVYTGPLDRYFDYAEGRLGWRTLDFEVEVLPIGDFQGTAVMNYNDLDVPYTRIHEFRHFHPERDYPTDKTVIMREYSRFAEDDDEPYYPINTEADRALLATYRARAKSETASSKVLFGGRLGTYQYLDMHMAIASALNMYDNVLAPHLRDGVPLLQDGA
GDH-TPI counter – inhibits GDH-TPI coupling enzymes, artifact for Mtb FBA screen. 360,000 compounds, 1.2% hits. AID 588335. GDH-TPI coupled enzyme counterscreen, NADH absorbance. inhibition, % at 4.8 µM; in the data active = inhibition above about 30%;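 note: 0% = DMSO wells and 100% = wells lacking the enzyme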
SARS 3CLpro inh – SARS-CoV 3CLpro protease inhibition | AID 1706 | inhibition, % at 6 µM | 290,000 compounds, 0.14% hits | P0C6X7 | recombinant SARS-CoV 3CLpro, quenched FRET peptide cleavage; in the data active = inhibition above about 12%
* hit, by the source's call; & = joins results of further samples. This is a subset. The share of hits here may be higher or lower than overall.

`COc1ccc(CNC(=O)C23CN(Cc4ccccc4)CC2C(c2ccc([N+](=O)[O-])cc2)=NO3)cc1` (centres undefined) gave VHR inh abs 10, MazEF act 1, FBA Mtb inh -2, Mtb BioA inh -1.7, PriA SSB inh 25, Vc quorum ag 0.0, Rv3671c protease -9, Mtb UGM inh -0.2, GDH-TPI counter 2 and SARS 3CLpro inh 5.
For CC1(C)CC2CC(C)(CN2Cc2cccc([N+](=O)[O-])c2)C1 (centres undefined) the results were VHR inh abs -7, MazEF act 3, FBA Mtb inh 5, Mtb BioA inh 0.0, PriA SSB inh -7, Vc quorum ag inactive, Mtb UGM inh 0.1, GDH-TPI counter -7 and SARS 3CLpro inh 9.
Screening Cc1ccc(N(CC(=O)NC2CCCCC2)C(=O)CCC(=O)Nc2nccs2)cc1 returned VHR inh abs -19, MazEF act -1, FBA Mtb inh 1, Mtb BioA inh -9.5, PriA SSB inh -16, Vc quorum ag -1.2, Rv3671c protease -5, Mtb UGM inh -0.2, GDH-TPI counter -1 and SARS 3CLpro inh -3.
CCOc1ccc(C(=O)COC(=O)C2COc3ccccc3O2)cc1 (centres undefined) was read as MazEF act -3, FBA Mtb inh 0, Mtb BioA inh -1.1, PriA SSB inh -11, Vc quorum ag -2.5, Rv3671c protease -4, Mtb UGM inh 6.9 and GDH-TPI counter -3.
Screening Cc1ccc(S(=O)(=O)N/N=C/c2ccc(OS(=O)(=O)c3ccc(C)c([N+](=O)[O-])c3)cc2)cc1 returned VHR inh abs 18, MazEF act -10, FBA Mtb inh 1, Mtb BioA inh -0.3, Vc quorum ag -0.5, Rv3671c protease -57, Mtb UGM inh -0.9, GDH-TPI counter 13 and SARS 3CLpro inh -3.
`O=c1cc(-c2ccc(O)c(O)c2)oc2c1ccc1ccccc12` gave MazEF act 119*, FBA Mtb inh -4, Mtb BioA inh -4.6, PriA SSB inh -14, Vc quorum ag inactive, Rv3671c protease -22, Mtb UGM inh 0.2 and GDH-TPI counter 13.
Screening CC(C)CNc1ncnc2c1ncn2[C@H]1CN(Cc2ccco2)C[C@@H](CO)O1 returned FBA Mtb inh 1, Mtb BioA inh 0.3, Vc quorum ag inactive and GDH-TPI counter -3.
For COc1cc2c(cc1OC)-c1cc(Nc3ccc(C)cc3)nc(=O)n1CC2 the results were VHR inh abs -2, MazEF act 6, FBA Mtb inh -1, Mtb BioA inh 1.4, PriA SSB inh -2, Vc quorum ag inactive, Rv3671c protease 2, Mtb UGM inh 0.1, GDH-TPI counter 18 and SARS 3CLpro inh -1.
Screening CC(C)Oc1ccc(NC(=O)Oc2ccccc2)cc1 returned VHR inh abs 8, MazEF act -11, FBA Mtb inh 0, Mtb BioA inh -0.1, PriA SSB inh 3, Vc quorum ag inactive, Rv3671c protease -2, Mtb UGM inh -2.0, GDH-TPI counter -6 and SARS 3CLpro inh 3.
Screening COc1ccc(C2CCCN2C(=O)Nc2ccc(Cl)cc2)cc1OC (centres undefined) returned VHR inh abs 8, MazEF act 5, FBA Mtb inh 0, Mtb BioA inh 25, PriA SSB inh -7, Vc quorum ag 0.0, Rv3671c protease 10, Mtb UGM inh -0.9, GDH-TPI counter -7 and SARS 3CLpro inh -4.
For CCOC(=O)c1csc(NC(=O)CCS(=O)(=O)c2ccc(Cl)cc2)n1 the results were MazEF act 2, FBA Mtb inh 4, Mtb BioA inh 0.3, PriA SSB inh -1&-4, Vc quorum ag -0.1 and GDH-TPI counter 8.
Screening CC(=O)Nc1sc2c(c1-c1nc3ccccc3s1)CN(C(C)C)CC2 returned MazEF act -237, FBA Mtb inh 5, Mtb BioA inh -0.2, PriA SSB inh -15, Vc quorum ag 19, Rv3671c protease 2, Mtb UGM inh -3.3 and GDH-TPI counter 16.

Next section; it opens with the 2 that closed the last part.
For CCOC(=O)c1csc(NC(=O)CCS(=O)(=O)c2ccc(Cl)cc2)n1 the results were MazEF act 2, FBA Mtb inh 4, Mtb BioA inh 0.3, PriA SSB inh -1&-4, Vc quorum ag -0.1 and GDH-TPI counter 8.
Screening CC(=O)Nc1sc2c(c1-c1nc3ccccc3s1)CN(C(C)C)CC2 returned MazEF act -237, FBA Mtb inh 5, Mtb BioA inh -0.2, PriA SSB inh -15, Vc quorum ag 19, Rv3671c protease 2, Mtb UGM inh -3.3 and GDH-TPI counter 16.
Screening Cc1ccc2c(cnn2C(=O)CCC(=O)NCc2cccc(Br)c2)c1 returned VHR inh abs 25, MazEF act 1, FBA Mtb inh 0, Mtb BioA inh -2.0, PriA SSB inh -1, Vc quorum ag -0.3, Rv3671c protease 6, Mtb UGM inh -1.3, GDH-TPI counter -1 and SARS 3CLpro inh -7.
Screening CCOC(=O)N1CCN(C(=O)CSc2nc3c(cnn3-c3ccccc3)c(=O)[nH]2)CC1 returned VHR inh abs 0, MazEF act 3, FBA Mtb inh -2, Mtb BioA inh -0.2, PriA SSB inh -13, Vc quorum ag -0.2, Rv3671c protease 0, Mtb UGM inh 2.3, GDH-TPI counter 0 and SARS 3CLpro inh -2.
CCOC(=O)CSc1nc2cccnc2n1C was read as VHR inh abs 10, MazEF act -1, FBA Mtb inh -1, Mtb BioA inh 0.1, PriA SSB inh -13, Vc quorum ag inactive, Rv3671c protease -2, Mtb UGM inh -1.8, GDH-TPI counter 2 and SARS 3CLpro inh 0.
For COc1cc(CCC(=O)Nc2c(C(=O)N3CCN(c4ccccc4)CC3)oc3ccccc23)on1 the results were VHR inh abs 16, MazEF act -1, FBA Mtb inh -3, Mtb BioA inh -0.1, PriA SSB inh 13, Vc quorum ag 0.0, Rv3671c protease 4, Mtb UGM inh 1.3, GDH-TPI counter 6 and SARS 3CLpro inh 6.
`CCCN(C(=O)Cc1nc(N)n[nH]1)C1(C(=O)Nc2ccccc2C)CCCCC1` gave VHR inh abs 21, MazEF act -2, FBA Mtb inh -1, Mtb BioA inh -0.7, PriA SSB inh 6, Vc quorum ag inactive, Rv3671c protease 2, Mtb UGM inh 0.7, GDH-TPI counter 11 and SARS 3CLpro inh 1.
COCC(=O)N(CCN(C)C)Cc1cc2cc3c(cc2nc1Cl)OCO3 was read as VHR inh abs 29, MazEF act 1, FBA Mtb inh 5, PriA SSB inh -23, Vc quorum ag 0.8, Rv3671c protease 0, Mtb UGM inh 2.3, GDH-TPI counter 16 and SARS 3CLpro inh 3.
Screening C=C1CC[C@@H]2[C@](C)(CO)[C@H](O)CC[C@@]2(C)[C@@H]1C/C=C1/C(=O)OCC1O (some centres undefined) returned MazEF act 13, FBA Mtb inh 0, Mtb BioA inh 4.2, PriA SSB inh -5, Vc quorum ag -0.3 and GDH-TPI counter 3.
C[C@@H]1CN([C@@H](C)CO)C(=O)c2cc(NS(=O)(=O)c3ccc(F)cc3)ccc2O[C@@H](C)CCCCO[C@H]1CN(C)C(=O)NC1CCCCC1 was read as MazEF act -1, FBA Mtb inh 3, Vc quorum ag -0.5 and GDH-TPI counter 7.
For CN(C)c1ccc(NC(=O)c2cccc(C(=O)Nc3ccc(N(C)C)cc3)n2)cc1 the results were VHR inh abs 1, MazEF act 16, FBA Mtb inh 1, PriA SSB inh 79, Vc quorum ag -2.0, Rv3671c protease 11, Mtb UGM inh 1.0, GDH-TPI counter 16 and SARS 3CLpro inh 1.
Screening Cc1ccccc1OCC(=O)NCCNC(=O)c1ccncc1 returned VHR inh abs -14, MazEF act -4, FBA Mtb inh -5, Mtb BioA inh 0.0, PriA SSB inh -7, Vc quorum ag -0.3, Rv3671c protease -5, Mtb UGM inh -1.6, GDH-TPI counter 1 and SARS 3CLpro inh -5.
Screening N/C(=N\N=C\c1ccc(O)cc1)c1nonc1N returned VHR inh abs -2, MazEF act 5, FBA Mtb inh -2, Vc quorum ag inactive, Rv3671c protease 8, Mtb UGM inh -0.4, GDH-TPI counter 26 and SARS 3CLpro inh 9.
`CN1CCN(CC(=O)Nc2c(C#N)cnn2-c2ccccc2)CC1` gave VHR inh abs -18, MazEF act 12, FBA Mtb inh -1, Mtb BioA inh 0.2, PriA SSB inh -7, Vc quorum ag inactive, Rv3671c protease -1, Mtb UGM inh -0.3, GDH-TPI counter -6 and SARS 3CLpro inh -9.
Screening C[C@H](NC(=O)[C@@H]1CSC2c3ccccc3C(=O)N21)C(=O)NCCc1ccccc1 (some centres undefined) returned VHR inh abs -31, MazEF act 7, FBA Mtb inh 3, Mtb BioA inh -5.7, PriA SSB inh 1, Vc quorum ag -5.1, Rv3671c protease -7, Mtb UGM inh 6.1, GDH-TPI counter -6 and SARS 3CLpro inh -1.
For Cn1c(O)c(N=NC(=O)c2cccc(S(=O)(=O)N3CCCCC3)c2)c2ccccc21 the results were VHR inh abs -1, MazEF act 8, FBA Mtb inh -1, Mtb BioA inh -0.5, PriA SSB inh 3, Vc quorum ag inactive, Rv3671c protease 2, Mtb UGM inh -0.4, GDH-TPI counter 16 and SARS 3CLpro inh 3.
For COc1ccc(-c2[nH]ncc2CN2CCCO2)cc1F the results were VHR inh abs 44, MazEF act 2, FBA Mtb inh -1, PriA SSB inh -17, Vc quorum ag -0.4, Rv3671c protease -6, Mtb UGM inh -1.5, GDH-TPI counter 18 and SARS 3CLpro inh 5.
For COc1ccc(C(=O)O/N=C(\N)c2ccccc2)cc1OC the results were VHR inh abs 6, MazEF act 3, FBA Mtb inh 0, Mtb BioA inh 0.2, PriA SSB inh inactive, Vc quorum ag -1.2, Rv3671c protease 2, Mtb UGM inh 0.4, GDH-TPI counter 3 and SARS 3CLpro inh -3.
`O=C(N/N=C/c1c[nH]c2ccccc12)c1ccccc1Cl` gave VHR inh abs 57*, MazEF act 5, FBA Mtb inh -2, Mtb BioA inh 1.5, Vc quorum ag 1.2, Mtb UGM inh 3.5, GDH-TPI counter 14 and SARS 3CLpro inh -1.
`COc1cc(CN2CCC(n3nccc3NC(=O)C3CCOC3)CC2)ccc1F` (centres undefined) gave VHR inh abs 81, MazEF act 1, FBA Mtb inh 0, Mtb BioA inh -1.5, PriA SSB inh 32, Vc quorum ag inactive, Rv3671c protease -5, Mtb UGM inh -0.3, GDH-TPI counter 8 and SARS 3CLpro inh 5.
Screening O=C(Cc1cccc(C(F)(F)F)c1)NCc1cccc(Cl)c1 returned VHR inh abs 19, MazEF act -1, FBA Mtb inh 0, PriA SSB inh -19, Vc quorum ag inactive, Rv3671c protease 1, Mtb UGM inh 1.5, GDH-TPI counter -1 and SARS 3CLpro inh 1.
For NC(=O)N/N=C/c1cn(CC(=O)Nc2ccc(F)cc2)c2ccccc12 the results were VHR inh abs 12, MazEF act -5, FBA Mtb inh -3, Mtb BioA inh 0.3, PriA SSB inh inactive, Vc quorum ag inactive, Rv3671c protease -3, Mtb UGM inh 4.8, GDH-TPI counter 1 and SARS 3CLpro inh 3.
`CC(=O)c1ccc(N(CC(=O)NCC2CCCO2)C(=O)CCC(=O)Nc2cc(C)on2)cc1` (centres undefined) gave VHR inh abs 19, MazEF act -3, FBA Mtb inh 2, Mtb BioA inh -0.6, PriA SSB inh -7, Vc quorum ag -0.2, Rv3671c protease 10, Mtb UGM inh 2.8, GDH-TPI counter 7 and SARS 3CLpro inh 6.
`COc1ccc(NC(=S)Nc2ccc(Oc3ccccc3)cc2)cc1` gave VHR inh abs 3, MazEF act 1, FBA Mtb inh 0, Mtb BioA inh 1.4, PriA SSB inh 3, Rv3671c protease -6, Mtb UGM inh 0.2, GDH-TPI counter 3 and SARS 3CLpro inh 5.
CC(=O)n1cc([C@H]2C=C(C(=O)N3CCOCC3)O[C@@H](OCCCCO)C2)c2ccccc21 was read as MazEF act 10, FBA Mtb inh 7, Mtb BioA inh 2.4, PriA SSB inh -7, Vc quorum ag -2.9, Rv3671c protease 11, Mtb UGM inh -1.0 and GDH-TPI counter 13.
CC(=O)Nc1ccc(C(=O)OCCc2ccccc2)cc1 was read as VHR inh abs 6, MazEF act 6, FBA Mtb inh 3, Mtb BioA inh 0.3, PriA SSB inh -1, Vc quorum ag -0.6, Rv3671c protease -11, Mtb UGM inh -0.2, GDH-TPI counter 5 and SARS 3CLpro inh 4.
`Cc1cc(C)n2nc(-c3ccc(Cl)cc3)cc2n1` gave VHR inh abs 31, MazEF act -3, FBA Mtb inh 8, Mtb BioA inh -3.4, PriA SSB inh -6, Vc quorum ag -0.4, Rv3671c protease 6, Mtb UGM inh -0.1, GDH-TPI counter 7 and SARS 3CLpro inh -3.
